Source: PubChem BioAssay (National Center for Advancing Translational Sciences (NCATS))
GLS inhibitor: inhibitors of human glutaminase (GLS); GLS enzymatic activity, qHTS titration; actives 0.21% (n = 410,000); Potency, µM (titrated, usually from 45.5 µM), for inactives: at the highest dose activity change, negative = inhibition, actives largely listed as inhibitors; note: potency is the fitted concentration of half-maximal effect; % is set by controls: 0 for no effect and ±100 for the full control effect
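Assay buffer: 45 mM KH2PO4 pH 8.2, 0.02% Tween-20. hKGA acts on L-glutamine (1 mM solution added); product glutamate is reported by an oxidase/peroxidase Amplex Red coupling, with fluorescence taken at baseline and 30 min.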
RGS4 inh: human RGS4 inhibition; P49798; Transcreener GDP fluorescence polarization, RGS4-accelerated GTP hydrolysis; Potency, µM (titrated, usually from 114 µM), without a hit: at the top dose activity change, negative = inhibition, most hits filed as inhibitors; actives 0.039% (n = 390,000); AID 504845; note: potency is the fitted concentration of half-maximal effect; % is set by controls: 0 for no effect and ±100 for the full control effect; nearly all actives have a fitted effect of over 75% in size; some results filed as inactive show a strong effect at the top dose
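MLSMR compounds (23 nl, pin-transferred) preincubated 10 min at room temperature with a 500nM (2x) first reagent, then RGS4 at 900nM (2x) plus Transcreener GDP mix added; fluorescence polarization (620/688 nm) read before and after 90 min at 30 °C.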
PI4K2A block: inhibitors of human PI4K2A; Q9BTU6; activity change, negative = inhibition, % at 76.9 µM; actives 0.13% (n = 420,000); purified PI4K2A, ADP-Glo luminescence, 1 h; active compounds read low; AID 1346378; in the data active = activity change below about -50%; inconclusive = mostly about -30% to -49%;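 note: -100% = wells without enzyme as full effect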
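ADP-Glo luminescence measured ADP generated by PI4K2A enzyme (4 ug/mL before mixing) with 1.2 mM PI substrate (pre-mix) and 300 microM ATP (pre-mix). Tris pH7.5 buffer with MgCl2, Triton X-100; 1 h reaction at ambient temperature.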
JMJD2A Tudor inh: JMJD2A Tudor domain (human) inhibition; AID 504339; O75164; actives 4.4% (n = 390,000); Potency, µM (top dose mostly 114 µM), without a hit: at the highest dose activity change, negative = inhibition, hits mostly inhibitors; AlphaScreen JMJD2A-Tudor / H3K4me3 peptide binding; note: potency is the fitted concentration of half-maximal effect; % is set by controls: 0 for no effect and ±100 for the full control effect; nearly all actives have a fitted effect of over 50% in size
HP1b binding inh: blocks HP1-beta chromodomain binding to methylated histone tails; actives 0.56% (n = 390,000); P83916; AID 540317; AlphaScreen HP1-beta / biotin-H3K9me3 peptide binding; Potency, µM (doses to about 114 µM), for inactives: at the top dose activity change, negative = inhibition, usual class: inhibitors; note: potency is the fitted concentration of half-maximal effect; nearly all actives have a fitted effect of over 70% in size; inactives centre near 23
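Compound inhibition of the preformed complex between 50 nM HP1-beta and 50 nM biotinylated H3K9me3 peptide was read by AlphaScreen. Buffer was PBS pH 7.4 with 0.01% Tween-20. Incubations ran 30 min at room temperature, with 10 ug/mL donor/acceptor beads.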
BAZ2B inh: inhibitors of human BAZ2B bromodomain | Potency, µM (top dose mostly 114 µM), for the others: at the highest dose activity change, negative = inhibition, actives largely listed as inhibitors | AlphaScreen BAZ2B-H3K14Ac peptide displacement | Q9UIF8 | actives 4.4% (n = 360,000); note: potency is the fitted concentration of half-maximal effect; % is set by controls: 0 for no effect and ±100 for the full control effect; nearly all actives have a fitted effect of over 60% in size
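Complex of BAZ2B and biotin-H3K14Ac (50 nM apiece) forms over 30 min at RT, then faces library compounds up to 110 uM for another 30 min; AlphaScreen beads added, 20 min dark incubation, luminescence read.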
ALOX12 inh: ALOX12 (human) lipoxygenase inhibition; P18054; purified 12hLO, xylenol orange hydroperoxide absorbance; Potency, µM (titrated, usually from 108 µM), for inactives: at the highest dose activity change, negative = inhibition, usual class: inhibitors; actives 1.1% (n = 580,000); AID 1671190; note: potency is the fitted concentration of half-maximal effect; % is set by controls: 0 for no effect and ±100 for the full control effect
Target sequence (P18054 whole entry, looked up): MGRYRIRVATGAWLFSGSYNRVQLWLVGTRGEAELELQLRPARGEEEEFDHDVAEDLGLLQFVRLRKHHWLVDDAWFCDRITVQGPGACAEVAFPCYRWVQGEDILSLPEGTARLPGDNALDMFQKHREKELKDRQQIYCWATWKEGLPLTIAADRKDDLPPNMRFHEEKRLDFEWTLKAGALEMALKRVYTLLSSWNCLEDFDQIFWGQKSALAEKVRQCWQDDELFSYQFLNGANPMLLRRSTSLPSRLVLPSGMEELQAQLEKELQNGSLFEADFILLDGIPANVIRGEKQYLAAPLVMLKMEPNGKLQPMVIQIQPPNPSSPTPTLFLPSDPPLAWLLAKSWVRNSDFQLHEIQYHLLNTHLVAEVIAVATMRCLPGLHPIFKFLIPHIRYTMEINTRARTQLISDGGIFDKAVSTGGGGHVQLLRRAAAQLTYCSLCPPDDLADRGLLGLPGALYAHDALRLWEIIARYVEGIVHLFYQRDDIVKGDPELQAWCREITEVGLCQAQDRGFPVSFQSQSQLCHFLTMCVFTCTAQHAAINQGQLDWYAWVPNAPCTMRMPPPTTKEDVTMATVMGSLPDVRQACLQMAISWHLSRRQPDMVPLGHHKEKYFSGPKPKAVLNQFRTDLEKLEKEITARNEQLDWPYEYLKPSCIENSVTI
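Purified human 12hLO (150 nM final) in 25 mM Hepes, 0.01% Triton X-100, pH 7.0 was preincubated 15 min at room temperature with compound. Then 40 uM arachidonic acid was added, 30 min. Hydroperoxide was read by Fe-XO absorbance ratio 573/405 nm.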
ERG Ets-DNA blk: blocks human ERG Ets domain binding to DNA | P11308 | fluorescence polarization, His-ERG Ets domain / labelled DNA | Potency, µM (doses to about 76.9 µM), for the others: top-dose FP activity, negative = inhibition, actives largely listed as inhibitors | actives 0.028% (n = 370,000) | AID 624246; active = well fitted inhibition curve with a large enough effect in the polarisation, with a control signal flat; inconclusive = small, poorly fitted or top-dose-only effect, or effect the other way, or a change in a side signal; inactive = no such curve, though single readings can be large or run the other way; the % refers to the polarisation;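 note: polarization taken with two DNA probes labelled with fluorescein and Texas red; potency is the fitted concentration of half-maximal effect; % of control where 0% means no effect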
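His-tagged ERG Ets domain (1 uM in the protein solution; 300mM KCl, 50mM Tris-HCl, 1mM EDTA, 1mM DTT, pH 7.5) received compound, then a probe mix of 5 nM fluorescein-DNA and 100nM Texas-615-DNA. Fluorescence polarization was read for both dyes.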
G9a block: inhibitors of human histone lysine methyltransferase G9a; Q96KQ7; G9a H3K9 monomethylation, AlphaScreen, 2 h; Potency, µM (doses to about 102 µM), without a hit: at the top dose activity, negative = inhibition, most hits filed as inhibitors; actives 8.8% (n = 350,000); note: potency is the fitted concentration of half-maximal effect; % is set by controls: 0 for no effect and ±100 for the full control effect; nearly all actives have a fitted effect of over 75% in size
Target sequence (Q96KQ7 913-1193 limits assumed): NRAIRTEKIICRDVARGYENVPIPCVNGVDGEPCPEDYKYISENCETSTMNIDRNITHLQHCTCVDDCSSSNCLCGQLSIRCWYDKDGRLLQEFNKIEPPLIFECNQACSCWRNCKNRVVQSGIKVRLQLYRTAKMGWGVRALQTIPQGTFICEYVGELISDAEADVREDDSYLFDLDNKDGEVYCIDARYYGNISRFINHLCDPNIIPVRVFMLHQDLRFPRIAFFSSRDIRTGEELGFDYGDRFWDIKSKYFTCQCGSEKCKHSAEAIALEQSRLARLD
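Methyltransferase reactions run at room temperature for 2 h (20 nM enzyme, 500 nM biotin-H3K9 peptide, 20 uM SAM) after a 15 min compound preincubation; product detected by AlphaScreen beads and anti-H3K9me1 antibody.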
The depositor's hits bear a star; ? = inconclusive; / = not tested or not shown; & = joins results of further samples; [ ] = dose if it differs, or a comment. Unless noted, calls come from the whole dose curve; as a rule, active = well fitted curve in the direction sought with a large enough effect; inconclusive = small, poorly fitted or top-dose-only effect, or another doubt; inactive = no such curve, though single readings can be large; an effect the other way counts as inactive or inconclusive.

SMILES	GLS inhibitor	RGS4 inh	PI4K2A block	JMJD2A Tudor inh	HP1b binding inh	BAZ2B inh	ALOX12 inh	ERG Ets-DNA blk	G9a block
O=C(CN1C(=O)CCC1=O)Nc1ccc(S(=O)(=O)N2CCOCC2)cc1	-11.9%	-11.2%	-3.9	-3.0%	13.0%	-5.8%	-25.0%	-2.3%	7.3%[59 µM]
O=C(Nc1ccc(S(=O)(=O)N2CCCC2)cc1)c1cc(F)c(F)cc1Cl	0.0%	16.8%	0.6	-4.2%	18.5%	5.2%	/	-3.1%	/
C=CCNC(=O)c1sc(-c2ccccc2)nc1C	0.0%	-9.7%	5.4	-12.0%	35.2%[activator]	1.1%	-14.2%	21.6%	7.1%
CCSc1nc(-c2ccccc2)c2cc(Cl)ccc2n1	-1.7%	-30.1%	-0.8	34.9%	107.6%[activator]	22.6%	0.1%	10.5%	72.9%[activator][59 µM]
C[C@@H]1COC(=O)[C@@H](CC(=O)OC(C)(C)C)C/C=C\C[C@@H](CC(=O)N[C@H](CO)Cc2ccccc2)C(=O)N1	1.4%	-10.2%	-0.8	3.5%	57.5%[activator]	/	-0.6%	7.5%	/
Cc1ccc2cc3c(NC(=O)C(C)C)nn(C)c3nc2c1	10.5%	-14.1%	8.4	4.1%	28.8%	2.3%	16.9%	1.8%	3.2%
COc1ccc(CCNC(=O)c2cccc(S(=O)(=O)N3CCCCC3)c2)cc1	-18.9%	-2.8%	-3.3	-9.0%	39.6%[activator]	-14.6%	0.1%	-8.5%	6.7%
COc1cccc(C(=O)Nc2nnc(C(C)C)s2)c1	-2.3%	3.2%	-7.3	-20.8%	25.2%	2.1%	0.0%	-22.9%	-9.5%[59 µM]
Cc1ccc(N(CC(=O)NCCc2ccccc2)S(=O)(=O)N(C)C)cc1	0.9%	18.5%	1.3	-16.6%	20.2%	-0.6%	-14.9%	1.8%	-26.9%[59 µM]
Cc1ccc(C(=O)Nc2c(C)n(C)n(-c3ccccc3)c2=O)cc1S(=O)(=O)N1CCOCC1	5.2%	-26.7%	5.3	-4.1%	14.1%	5.6%	-4.2%	3.1%	-5.1%[59 µM]
COc1ccc(C(=O)COC(=O)CN2CC(=O)Oc3ccccc32)cc1Br	-9.1%	?	0.6	35.5µM*	-6.5%	25.1µM*	40.1%[activator]	-5.6%	?
C=C1CCN([C@H](C(=O)NCc2ccco2)C(C)C)S(=O)(=O)c2ccccc21	-0.3%	-13.4%	-2.0	-19.1%	46.7%[activator]	-11.0%	0.2%	-6.8%	19.7%[59 µM]

The closing 2 records of the section above open the next one.
SMILES	GLS inhibitor	RGS4 inh	PI4K2A block	JMJD2A Tudor inh	HP1b binding inh	BAZ2B inh	ALOX12 inh	ERG Ets-DNA blk	G9a block
COc1ccc(C(=O)COC(=O)CN2CC(=O)Oc3ccccc32)cc1Br	-9.1%	?	0.6	35.5µM*	-6.5%	25.1µM*	40.1%[activator]	-5.6%	?
C=C1CCN([C@H](C(=O)NCc2ccco2)C(C)C)S(=O)(=O)c2ccccc21	-0.3%	-13.4%	-2.0	-19.1%	46.7%[activator]	-11.0%	0.2%	-6.8%	19.7%[59 µM]
N#Cc1ccccc1NC(=O)CN1C(=O)NC2(CCCC2)C1=O	-0.9%	-7.9%	7.7	-4.8%	40.8%[activator]	6.2%	1.6%	21.3%	?
O=C(N/N=C/c1ccc(N2CCOCC2)o1)c1ccccc1[N+](=O)[O-]	1.0%	?	-5.2	?	-3.2%	-1.0%	-24.1%	-10.1%	?
Cc1ccc(OCc2ccc(C(=O)O)o2)cc1C	2.5%	34.1%	-5.0	0.0%	19.9%	-8.9%	8.0%	18.4%	17.8%
Cc1ccc(N(C(=O)c2csnn2)C(C(=O)NC2CCCCC2)c2ccncc2)c(C)c1 (stereo not drawn)	-0.6%	-3.9%	-2.9	-8.8%	34.5%	-3.2%	-13.6%	11.4%	16.0%[59 µM]
Cc1ccc(C(=O)c2c[nH]c3c(F)cc(F)cc3c2=O)cc1	3.9%	5.5%	-4.0	-11.1%	21.1%	4.9%	-23.0%	-0.5%	2.9%
CCn1cc(C(=O)N2CCN(c3ccccn3)CC2)c(=O)c2cc(S(=O)(=O)N3CCC(C)CC3)ccc21	-0.1%	-8.0%	6.2	-17.0%	26.1%	2.8%	-7.8%	2.0%	0.5%
O=C(COc1ccccc1[N+](=O)[O-])Nc1cc(-c2nc3cc(Cl)ccc3o2)ccc1Cl	-16.5%	28.2%	1.1	-11.9%	14.1%	-21.7%	-9.8%	-1.7%	1.5%[59 µM]
Cc1ccc(OCc2nnc(SCC(=O)N3CCc4ccccc43)n2C)cc1	-6.0%	-7.2%	2.0	8.2%	25.0%	/	0.0%	-7.6%	/
CC(C)=CCC/C(C)=C/CNC(=O)C[C@H]1C[C@H](C(=O)N(C(C)C)C(C)C)[C@@]2(C)c3[nH]c4cc(CCC(=O)N(C)C)ccc4c3CCN2C1=O	-0.8%	-24.1%	-3.3	?	-1.4%	/	?	-2.8%	/
Cc1cccc(OCC(=O)NCCNC(=O)c2ccncc2)c1	0.0%	-8.0%	-21.8	7.1%	27.5%	-1.1%	-14.5%	-4.3%	23.7%
Cc1cc([N+](=O)[O-])nn1CC(=O)Nc1ccc(Cc2ccncc2)cc1	1.7%	24.5%	2.9	-15.9%	25.8%	3.7%	-2.7%	-0.5%	3.8%[59 µM]
CCOc1cc(C2C(C(=O)c3ccco3)=C(O)C(=O)N2Cc2ccccc2)ccc1O (stereo not drawn)	-0.3%	17.7%	0.4	-27.6%	4.7%	?	?	6.6%	44.7µM*
COc1ccc(OCCCC(=O)OCC(=O)Nc2sccc2C(N)=O)cc1	-2.6%	-18.5%	-11.1	-13.8%	14.8%	-33.6%	4.5%	-4.8%	-29.8%
COC(=O)c1cc2sccc2n1Cc1c(C)cc(C)cc1C	-6.0%	19.6%	1.5	25.8%	71.8%[activator]	24.1%	-4.9%	-4.9%	21.7%[59 µM]
O=C(N/C=C/c1ccco1)Nc1cccc(Cl)c1	1.8%	-16.5%	-2.9	?	5.8%	?	?	5.6%	50.1µM*
CCCCCCn1nc(C(=O)OCC(=O)c2c(N)n(C)c(=O)n(C)c2=O)c2ccccc2c1=O	-2.9%	-10.9%	0.8	-15.1%	32.1%	-3.2%	63.4%[activator]	0.4%	-3.4%
Cc1nn(Cc2noc(C(=O)NCc3ccccn3)n2)c(C)c1Br	0.3%	-16.4%	-1.9	-6.0%	41.2%[activator]	-9.0%	-1.9%	1.1%	?
S=C(NCCCc1ccccc1)NCc1ccccc1	10.9%	11.8%	-20.8	-22.1%	33.5%	-21.6%	?	-8.4%	45.1%[activator]
CC(O)c1cccc(NC(=O)C2CCCCC2)c1 (stereo not drawn)	2.8%	-20.0%	-2.2	-18.4%	16.2%	-12.1%	-4.3%	3.6%	-8.2%
CN(C(=O)c1ccccc1)c1nc2ccccc2s1	6.4%	-5.4%	-0.5	20.4%	86.4%[activator]	10.9%	43.4%[activator]	7.7%	26.7%
CC1CCN(S(=O)(=O)c2ccc3c(c2)N(CC(=O)NCCCN2CCCCC2C)C(=O)CS3)CC1 (stereo not drawn)	0.3%&-3.3%	20.9%&-46.8%	0.1&5.2	-14.6%&-19.6%	48.5%&20.2%[activator]	-10.2%&3.4%	-0.8%&-17.8%	0.4%&1.3%	23.0%
CCOC(=O)C1C(c2ccccc2)N(C)OC1(O)C(F)(F)F (stereo not drawn)	0.0%	9.6%	6.8	3.5%	46.8%[activator]	-0.2%	-4.2%	-3.7%	0.7%
O=C(NC1CC1)c1ccc(Cn2c(SCc3cccc(F)c3)nc3cccnc32)cc1	-5.4%	9.7%	-7.3	-1.3%	26.0%	-20.6%	-19.3%	-0.1%	3.0%[59 µM]
CCOC(=O)c1nc(C)sc1-c1ccnn1S(=O)(=O)c1ccccc1C(F)(F)F	2.4%	-33.4%	1.0	-4.5%	17.6%	17.8%	-7.1%	-3.2%	/
COc1cccc(NC(=S)NNC(=O)c2ccccc2OC(F)F)c1	13.8%	-20.3%	-3.0	-25.8%	0.3%	13.5%	4.2%	1.9%	?
COC(=O)CCCC1=CC2=C(c3ccccc3)C(=O)C(C)(OC(=O)C3CCCC3)C(=O)C2=CN1CCc1c[nH]c2ccccc12 (stereo not drawn)	-3.0%	-14.6%	-2.3	-16.3%	18.4%	-5.0%	-29.6%	0.5%	-4.4%[12.7 µM]
Cc1cccc(-n2cnc(C(=O)NNC(=S)Nc3ccccc3)c2)n1	21.5%	-33.0%	2.5	35.5µM*	23.0%	22.4µM*	-1.0%	0.4%	28.2µM*
CC/C(=N/Nc1ccc(Cl)cc1)c1cnnc(SC)n1	-23.1%	-45.2%	9.8	?	43.0%[activator]	-33.2%	?	-2.7%	5.62µM*

Some of the compounds tested, so the mix of outcomes need not match the whole.
